PMI inhibitors = MPI enzyme activity inhibition – biochemical, fluorescence intensity, coupled assay, primary screen (AID 1209); inhibition, % at 20 µM, or IC50 in µM where a hit was titrated; hit rate 0.42% among 190,000; purified PMI enzyme, coupled fluorescence intensity; higher % means a stronger effect;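 note: plate controls were DMSO vehicle for no effect and wells lacking substrate for full effect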
WT yeast gro inh = growth inhibition of WT yeast, mitochondrial fusion screen. AID 1362. hit rate 2.1% among 190,000. mitochondrial fusion phenotypic screen, WT strain. inhibition, % at 10 µM; in the data active = inhibition above about 58%; tested in S. cerevisiae
P. falciparum M1AAP = P. falciparum M1AAP inhibitors, biochemical, fluorogenic H-Leu-NHMec substrate, 1536-well (AID 1445) | recombinant M1AAP, H-Leu-NHMec fluorogenic kinetic assay; higher % means a stronger effect | inhibition, % at 30 µM, or IC50 in µM where a hit was titrated | hit rate 0.42% among 220,000;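 active = primary inhibition above the hit cutoff, then over 50% inhibition at one or more dose response concentrations, cut at about 23% in these data, passing the limit was not always enough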;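 note: plate controls were DMSO full reaction for no effect and no enzyme background for full effect; strong numbers were not always called active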
TNAP activators = stimulation of alkaline phosphatase TNAP activity – biochemical, luminescent, no phosphate acceptor, uHTS, primary screen (AID 1001); purified TNAP, luminescent activation assay, no phosphate acceptor; higher activation fold means a stronger effect; activation fold at 20 µM, or EC50 in µM where a hit was titrated; hit rate 0.03% among 200,000; in the data active = activation fold from about 3, or a potency from the dose series; inactive = the rest, 99 in 100 with activation fold below about 1.6; note: many of its hits are not listed in these tables
PMI inhibition = human PMI inhibitors, high substrate, primary screen, biochemical, fluorescence intensity, high mannose 6-phosphate (AID 1220). recombinant PMI enzyme, coupled fluorescence intensity; higher % means a stronger effect. inhibition, % at 20 µM, or IC50 in µM where a hit was titrated. hit rate 0.66% among 190,000
Myeloid diff 2 = promotes myeloid progenitor differentiation | ER-HoxA9 myeloid progenitors, lysozyme-GFP differentiation, flow cytometry | calls only at 10 µM | hit rate 1% among 360,000 | AID 624256;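 active = normalized GFP-positive differentiation at or above the plate's own cutoff, the solvent-only control mean plus 3 SD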;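 note: cells exposed to compound for four days before flow analysis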
ER stress rescue = protection against thapsigargin-triggered cell killing – 384-well, CSM14.1, ATP luminescence, primary screen (AID 1222); CSM14.1 thapsigargin-induced death rescue, ATP luminescence; higher % means a stronger effect; cellular ATP content (survival), % at 20 µM; hits with a dose series show EC50 in µM; 190,000 tested, under 10 active;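 active = EC50 below 50 µM in the dose-response confirmation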;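 note: death triggered by thapsigargin at about 15 µM added after 2 h compound pretreatment; cell ATP read after overnight thapsigargin exposure of roughly 18 to 22 hours; normalized against plate controls of thapsigargin alone and 5% DMSO vehicle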
Lipid droplet = hepatic lipid droplet formation modulation | AML12 mouse hepatocytes, oleate lipid droplets, BODIPY imaging | inhibition, % at 6.5 µM | hit rate 0.4% among 240,000 | AID 1656;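 active = lipid droplet intensity inhibited by at least 50%, with more than 500 cells counted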
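Material – AML12 mouse liver cells · Also added – oleate loading, 100 µM · Compound dosing – 6.5 µM single-point dosing · Times – overnight treatment with compound plus oleate · Measured by – fluorescence imaging, 20x objective, two fields per well · Read-out – percent inhibition of filter-corrected integrated lipid droplet intensity per well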
K1F lysis inhibition = protection from phage-mediated lysis, alamar blue read-out – E. coli UTI89, K1F phage, bacterial capsule biogenesis inhibitors (AID 488966); hit rate 0.02% among 340,000; E. coli UTI89 K1F phage lysis, alamar blue, 2 h; higher % means a stronger effect; inhibition, % at 100 µM, or IC50 in µM where a hit was titrated;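 active = phage lysis inhibition, versus mean bacterial control, above a set limit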;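 note: capsule biogenesis inhibitors block K1F phage lysis so surviving cells raise fluorescence; higher fluorescence means more inhibition of phage lysis; actives were called in the ten point dose series up to 300 µM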
WT yeast gro inh mutant strain = recorded beside WT yeast gro inh, whose call it bears; inhibition, %; mitochondrial fusion phenotypic screen, mutant strain inhibition
Lipid droplet cells 6.5 µM = recorded beside Lipid droplet, whose call it bears; cell count; measured here: cell count, cytotoxicity flag;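 cells counted across two imaged fields per well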
Myeloid diff 2 GFP+ MAC1+ % = further read-out of Myeloid diff 2, marked with its call; GFP+ MAC1+ double positive, %; measured here: differentiation confirmed by MAC1 staining
Starred values were filed as active, the others as inactive; i = inactive; . = not tested or not shown; + = active, no number; [ ] = remark or other dose. Cut-off read from the data, not from the text of the source, unless noted: active = inhibition above about 50%; inactive = the rest.

SMILES	PMI inhibitors	WT yeast gro inh	WT yeast gro inh mutant strain	P. falciparum M1AAP	TNAP activators	PMI inhibition	Myeloid diff 2	Myeloid diff 2 GFP+ MAC1+ %	ER stress rescue	Lipid droplet	Lipid droplet cells 6.5 µM	K1F lysis inhibition
CCOC(=O)Cc1c(C)nc2cc(-c3ccc(C)cc3)[nH]n2c1=O	16%	-2	-8	15%	1	16%	i	0.8	0.5%	-4	746	0.5%
O=[N+]([O-])c1ccc(N2CCOCC2)c(S(=O)(=O)N2CCOCC2)c1	9%	4	12	0%	1.1	18%	i	0.7	0.2%	-4	663	1.5%
O=C(O)c1n[nH]c2ccccc12	15%	12	8	4%	0.9	12%	i	1.5	-1.7%	22	750	0.6%[50 µM]
COc1ccc(/C=C(/C#N)C(=O)Nc2ccc(C)cc2C)cc1C(=O)O	-24%	6	19	12%	1	-38%	i	0.6	-0.2%	3	616	8.5%
Cc1ccc(Oc2cc([N+](=O)[O-])cc3c2C(=O)Nc2ccccc2O3)cc1	7%	64*	20*	1%	1.1	2%	+	0.3*	-3.2%	-30	598	0.8%[50 µM]
CCc1c(C)nc2cc(-c3ccc(OC)c(OC)c3)nn2c1NCC1CC1	11%	27	6	18%	1.1	3%	i	0.6	4.6%	-103	584	-0.4%
O=C1Nc2ccc(Br)cc2C1(O)Cc1ccncc1 (stereo unspecified)	5%	11	22	6%	1	-3%	i	0.7	2.3%	7	753	1.1%
Cc1cc(C(=O)Nc2sc3c(c2C#N)CCC3)no1	8%	17	20	24%*	1.1	-1%	i	2.0	-2.8%	26	703	2.6%
CC(C)CC(=O)N/C(N)=N/c1nc2ccccc2o1	.	.	.	2%	.	.	i	0.2	.	16	696	-0.1%
c1cnc(SCCOc2cccc3ccccc23)nc1	7%	44	34	0%	1.1	-1%	i	0.4	1.8%	-2	771	-0.3%
CCOC(=O)C1=C(C)N(c2ccc(OC)cc2)C(=O)/C1=C\c1ccc(O)c(OCC)c1	.	.	.	4%	.	.	i	0.3	.	9	725	-0.1%
CC(C)(C)c1ccc(OCc2nc(-c3ccccn3)no2)c(Br)c1	16%	80*	40*	4%	1.1	11%	i	0.7	-2.3%	12	699	-0.5%
CC(C)NC(=O)CC(=O)N/N=C/c1cccs1	1%	-3	-7	3%	1	5%	i	0.4	1.3%	3	764	0.9%
COC(=O)C(NC(=O)c1ccccc1)(Nc1nccs1)C(F)(F)F (stereo unspecified)	11%	2	15	6%	1.1	10%	i	0.6	-2.6%	.	.	0.4%
CNc1nc(N)c([N+](=O)[O-])c(NCC2CCCO2)n1 (stereo unspecified)	.	.	.	2%	.	.	i	0.2	.	8	771	-0.3%
CCCn1c(C)nc2c(c1=O)c1nc3ccccc3nc1n2CCC1=CCCCC1	-10%	4	3	-4%	1	-12%	i	0.2	3.2%	.	.	-0.4%
O=C(COC(=O)c1ccc(S(=O)(=O)NCc2ccco2)cc1)NC1CCCCCC1	-11%	-12	53	1%	1.1	-3%	i	0.6	-3.0%	-5	787	-0.4%
OC(COCC1COc2ccccc2O1)CN1CCN(c2ccccc2F)CC1 (stereo unspecified)	-3%	5	-3	4%	1.1	-1%	i	0.2	-0.1%	.	.	0.6%
Cc1coc2cc3oc(=O)c4c(c3cc12)CCCC4	7%	-1	8	3%	1.2	6%	i	4.3	-0.9%	.	.	0.2%
COc1ccc(NC(=O)c2cc3nc(-c4ccccc4)cc(C)n3n2)cc1OC	13%	-11	-1	19%	1.1	7%	i	0.7	1.9%	-24	671	-0.2%
Cc1ccc(C(=O)N/N=C\c2ccc(Br)o2)o1	-6%	6	27	9%	1.1	-6%	i	2.0	-2.9%	.	.	0.1%
CC(C)CNC(=O)CN(C1CCCCC1)S(=O)(=O)c1ccccc1	-16%	40	6	-2%	1	-8%	i	0.0	0.3%	.	.	0.5%
CCn1cc(C(C)NC(=O)Nc2ccccc2C(=O)OC)c(C)n1 (stereo unspecified)	1%	9	7	0%	1.1	-8%	i	0.0	-1.1%	-1	688	2.1%
NS(=O)(=O)c1cccc(NC(=O)COC(=O)COc2ccc3ccccc3c2)c1	-17%	-20	0	2%	1	1%	i	0.0	1.1%	8	733	0.4%
S=C(N/N=C/c1ccccc1Cl)Nc1ccccc1	12%	-14	-19	5%	1.1	7%	i	0.9	-2.7%	.	.	2.8%
CC1=C(C(N)=O)C(c2cccs2)n2ncnc2N1 (stereo unspecified)	.	.	.	-11%	.	.	i	0.3	.	4	646	0.6%
CCOc1ccc2nc(NC(=O)CSc3nc4ccccc4c(=O)n3Cc3ccco3)sc2c1	16%	-8	-5	2%	1.1	19%	i	0.8	-2.3%	57*	666*	0.2%
CCCCCCNCCn1cnc2c(N)ncnc21	0%	0	-53	-5%	1.1	-7%	i	7.4	0.2%	.	.	5.3%
CN(c1ccccc1)c1nc(N)c([N+](=O)[O-])c(NCCO)n1	.	.	.	10%	.	.	i	0.8	.	20	743	-0.4%
CC(=O)Nc1ccc(-c2csc(Nc3ccc(S(N)(=O)=O)cc3)n2)cc1	0%	6	2	4%	1.1	0%	i	0.8	-0.4%	23	698	0.0%
COc1ccc(NC(=O)NNC(=O)CCC(=O)Nc2ccccc2Cl)cc1	-1%	3	11	-1%	1.1	-4%	i	0.3	-1.1%	8	699	0.6%
COCC(C)n1c(C)cc(C(=O)CN2C(=O)NC(Cc3c[nH]c4ccccc34)C2=O)c1C (stereo unspecified)	-3%	5	11	4%	1.2	-2%	i	0.5	1.3%	12	818	0.6%
O=C(NC(=S)Nc1ccc(S(=O)(=O)N2CCCCC2)cc1)c1ccc(Cl)cc1	5%	-20	-6	2%	0.9	-1%	i	1.2	-3.1%	-15	754	0.4%
O=C(c1cccc(Oc2c(Cl)cccc2[N+](=O)[O-])c1)N1CCCCC1	4%	7	6	5%	1.1	10%	i	0.5	1.3%	-36	652	-2.6%
CC(C)(C)NC(=O)c1ccc2nccnc2c1	15%	-5	-8	4%	0.9	19%	i	0.5	-1.1%	4	595	0.4%
Cc1ccc(S(=O)(=O)N2CCN(C(=O)N(C)C)CC2)cc1	8%	-9	1	3%	1.1	9%	i	1.2	1.2%	1	578	-0.3%
O=C(Nc1cccc2ccccc12)/C(Cl)=C/c1ccccc1	14%	30	16	2%	1	11%	i	1.8	-2.7%	4	641	0.2%
CC(OC(=O)Cn1c(C(F)(F)F)nc2ccccc21)C(N)=O (stereo unspecified)	-6%	30	35	3%	1.1	-10%	i	1.2	-1.1%	.	.	0.2%
COc1ccc(OCCSc2nnc3c(Cl)cc(Cl)cn23)cc1	1%	-7	4	1%	1.2	-5%	i	0.5	-1.2%	-34	614	2.6%
N#CC1(Nc2cccc(Br)c2)C(=O)Nc2ccccc21 (stereo unspecified)	.	.	.	3%	.	.	i	0.7	.	-24	652	-1.0%
O=C(CSc1ccc(Cl)cc1)N1CCC(c2nc3ccccc3s2)CC1	2%	-14	1	6%	0.9	1%	i	1.8	4.0%	.	.	1.3%
Cc1ccccc1-n1c(=O)c2ccccc2n(CC(=O)NCc2ccco2)c1=O	2%	-5	4	5%	1.1	5%	i	0.2	-1.3%	-1	702	-0.4%
O=C(O)c1ccc2nc(-c3ccco3)c(-c3ccco3)nc2c1	-26%	3	3	8%	1	5%	i	0.3	-1.4%	4	604	-0.3%

Some of these compounds in order of heavy-atom count, falling.
SMILES	PMI inhibitors	WT yeast gro inh	WT yeast gro inh mutant strain	P. falciparum M1AAP	TNAP activators	PMI inhibition	Myeloid diff 2	Myeloid diff 2 GFP+ MAC1+ %	ER stress rescue	Lipid droplet	Lipid droplet cells 6.5 µM	K1F lysis inhibition
COCC(C)n1c(C)cc(C(=O)CN2C(=O)NC(Cc3c[nH]c4ccccc34)C2=O)c1C (stereo unspecified)	-3%	5	11	4%	1.2	-2%	i	0.5	1.3%	12	818	0.6%
Cc1ccccc1-n1c(=O)c2ccccc2n(CC(=O)NCc2ccco2)c1=O	2%	-5	4	5%	1.1	5%	i	0.2	-1.3%	-1	702	-0.4%
O=C(NC(=S)Nc1ccc(S(=O)(=O)N2CCCCC2)cc1)c1ccc(Cl)cc1	5%	-20	-6	2%	0.9	-1%	i	1.2	-3.1%	-15	754	0.4%
COc1ccc(NC(=O)NNC(=O)CCC(=O)Nc2ccccc2Cl)cc1	-1%	3	11	-1%	1.1	-4%	i	0.3	-1.1%	8	699	0.6%
O=C(c1cccc(Oc2c(Cl)cccc2[N+](=O)[O-])c1)N1CCCCC1	4%	7	6	5%	1.1	10%	i	0.5	1.3%	-36	652	-2.6%
O=C(O)c1ccc2nc(-c3ccco3)c(-c3ccco3)nc2c1	-26%	3	3	8%	1	5%	i	0.3	-1.4%	4	604	-0.3%
CC(OC(=O)Cn1c(C(F)(F)F)nc2ccccc21)C(N)=O (stereo unspecified)	-6%	30	35	3%	1.1	-10%	i	1.2	-1.1%	.	.	0.2%
Cc1ccc(S(=O)(=O)N2CCN(C(=O)N(C)C)CC2)cc1	8%	-9	1	3%	1.1	9%	i	1.2	1.2%	1	578	-0.3%
N#CC1(Nc2cccc(Br)c2)C(=O)Nc2ccccc21 (stereo unspecified)	.	.	.	3%	.	.	i	0.7	.	-24	652	-1.0%
CC(C)(C)NC(=O)c1ccc2nccnc2c1	15%	-5	-8	4%	0.9	19%	i	0.5	-1.1%	4	595	0.4%
